Screens (PubChem BioAssay)
MEX-5 binding – C. elegans MEX-5 TCR-2 RNA binding activity; activity score (negative = inhibition of binding), % at 10 µM; MEX-5/FITC-TCR2 RNA binding, fluorescence polarization; active compounds read low; 300,000 compounds, 0.38% hits; AID 1832; Q9XUB2;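 active means inhibition past about -25% in most replicates, and total fluorescence under double the plate's negative control median, limit read from the data; inconclusive means replicates evenly split on the limit, or fluorescence at least double controls; inactive means too little inhibition in most replicates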;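 further: 0% = DMSO and -100% = 5 µM competing unlabeled TCR2 RNA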
Target sequence (Q9XUB2 whole entry, looked up): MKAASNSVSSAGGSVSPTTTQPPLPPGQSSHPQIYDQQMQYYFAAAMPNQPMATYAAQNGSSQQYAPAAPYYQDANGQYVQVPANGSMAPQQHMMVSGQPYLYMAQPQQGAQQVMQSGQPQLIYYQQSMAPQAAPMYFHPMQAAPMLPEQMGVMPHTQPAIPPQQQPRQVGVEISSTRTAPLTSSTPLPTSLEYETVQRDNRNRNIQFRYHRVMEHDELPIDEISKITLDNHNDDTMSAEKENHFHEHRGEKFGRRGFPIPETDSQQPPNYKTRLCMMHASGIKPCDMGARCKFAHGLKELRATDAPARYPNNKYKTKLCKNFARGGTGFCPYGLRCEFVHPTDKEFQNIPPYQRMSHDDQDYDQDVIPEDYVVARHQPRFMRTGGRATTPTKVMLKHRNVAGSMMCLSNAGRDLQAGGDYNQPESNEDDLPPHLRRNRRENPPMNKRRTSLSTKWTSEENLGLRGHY
Fam108B inh – Fam108B inhibition, counter-screen for RBBP9 inhibitors. recombinant Fam108B, FP-Rh probe fluorescence polarization. inhibition, % at 9.51 µM. 300,000 compounds, 0.33% hits;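 active means inhibition above the screen mean inhibition plus 3 SD, computed separately per campaign, cut at about 18% in these data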;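 further: inhibitors lower polarization as less probe binds the enzyme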
GLD-1 TGE inh – GLD-1-TGE RNA interaction inhibition (C. elegans); Q17339; purified GLD-1 + fluorescein TGE RNA, fluorescence polarization; inhibition, % at 5.96 µM; 320,000 compounds, 0.44% hits; AID 2280;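 active means percent inhibition above a per-plate cutoff, the plate mean of test compounds plus 3 SD, cut at about 30% in these data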;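 further: 0% = DMSO wells with GLD-1 and probe and 100% = wells lacking GLD-1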
Bcl-xL primary – blocks human Bcl-xL binding to Bim BH3 peptide; GST-Bcl-xL / FITC-Bim BH3 peptide fluorescence polarization; 320,000 compounds, 0.7% hits; inhibition, % at 10.9 µM; Q07817;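 active means inhibition above the mean of all tested compounds plus 3 SD, cutoff set per campaign, cut at about 30% in these data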;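 further: 0% = DMSO wells and 100% = unlabeled Bim-BH3 peptide competitor; inhibitors lower millipolarization by displacing the labeled peptide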
Target sequence (Q07817 whole entry, looked up): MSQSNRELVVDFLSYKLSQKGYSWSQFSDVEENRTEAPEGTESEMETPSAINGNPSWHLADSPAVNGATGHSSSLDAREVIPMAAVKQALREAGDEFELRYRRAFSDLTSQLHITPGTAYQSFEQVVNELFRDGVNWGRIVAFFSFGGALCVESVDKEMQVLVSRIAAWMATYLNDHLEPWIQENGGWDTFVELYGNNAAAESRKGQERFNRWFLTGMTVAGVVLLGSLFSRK
VLA-4 inh – inhibition in a human VLA-4 binding assay; P13612; VLA-4 expressing cells, ligand binding flow cytometry; inhibition, % (about 7 µM as worked out from the volumes in the protocol); 330,000 compounds, 0.2% hits; AID 2557; in the data active means inhibition above about 50%
AGP1-GFP MLPCN – alters AGP1-GFP fluorescence in TOR pathway yeast screen; S. cerevisiae AGP1-GFP multiplex flow cytometry, 3 h; GFP as percent of DMSO wells; GFP response vs DMSO, % at 10 µM; 320,000 compounds, 0.02% hits;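 active means GFP response relative to DMSO above a set limit, near screen average plus 3 SD, cut at about 150% in these data; inconclusive means fewer than 70 cells counted for the yeast strain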;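 further: median GFP channel fluorescence of the gated AGP1 strain per well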
CIT2-GFP yeast – yeast TOR pathway CIT2-GFP modulation; S. cerevisiae CIT2-GFP strain, flow cytometry, 3 h; 100 means same as DMSO wells; GFP response vs DMSO, % at 10 µM; 320,000 compounds, 0.065% hits;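 active means GFP response relative to DMSO above a set limit, near the screen mean plus 3 SD, cut at about 150% in these data; inconclusive means Fewer than 70 cells measured for a yeast strain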;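 further: ratio of well median GFP fluorescence to mean of DMSO wells on the plate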
GRK2 aptamer HTS – blocks RNA aptamer binding to human GRK2 | bead flow cytometry, FAM-aptamer displacement from GRK2 | inhibition of aptamer binding, % at 10 µM | 330,000 compounds, 0.59% hits | AID 488847;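 active means inhibition of aptamer binding above 40%, roughly 3 SD of noise, on plates passing a quality check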;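 further: median bead fluorescence of bound FAM aptamer so fluorescent compounds give negative values; no value below 0 was filed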
MCL1 BIM primary – MCL1-BIM-BH3 interaction inhibition (human). inhibition, % at 10.9 µM. Q07820. GST-MCL1 / FITC-Bim-BH3 fluorescence polarization. AID 2057. 320,000 compounds, 0.68% hits;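 active means inhibition above the mean inhibition of all tested compounds plus 3 SD, set per campaign, cut at about 40% in these data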;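 further: 0% = DMSO wells and 100% = unlabeled Bim-BH3 peptide control; higher means more loss of mP so more displacement of Bim peptide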
Target sequence (Q07820 whole entry, looked up): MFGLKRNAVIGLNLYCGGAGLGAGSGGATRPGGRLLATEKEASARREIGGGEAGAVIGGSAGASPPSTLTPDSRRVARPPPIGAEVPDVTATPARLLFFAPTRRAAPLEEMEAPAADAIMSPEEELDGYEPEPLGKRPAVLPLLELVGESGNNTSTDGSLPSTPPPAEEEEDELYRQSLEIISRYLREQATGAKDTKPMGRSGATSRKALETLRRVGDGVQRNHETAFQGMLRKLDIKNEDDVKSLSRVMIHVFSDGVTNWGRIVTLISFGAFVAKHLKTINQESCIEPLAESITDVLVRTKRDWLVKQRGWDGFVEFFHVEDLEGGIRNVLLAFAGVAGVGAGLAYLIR
Starred values were filed as active, the others as inactive; ? = inconclusive; / = no result given.

Sample of the layout (2 entries):
SMILES | MEX-5 binding | Fam108B inh | GLD-1 TGE inh | Bcl-xL primary | VLA-4 inh | AGP1-GFP MLPCN | CIT2-GFP yeast | GRK2 aptamer HTS | MCL1 BIM primary
CC1CCCCC1NC(=O)c1ccc(N2CCCC2=O)cc1 (stereo unspecified) | 1.3 | 4 | 6 | -1 | 2 | 98 | 102 | 0 | 8
COc1ccc(OC)c(S(=O)(=O)N2CCNCC2)c1 | 4.6 | 0 | 5 | 0 | 4 | 27 | 101 | 2 | -2

The whole of this part (from the top)
SMILES | MEX-5 binding | Fam108B inh | GLD-1 TGE inh | Bcl-xL primary | VLA-4 inh | AGP1-GFP MLPCN | CIT2-GFP yeast | GRK2 aptamer HTS | MCL1 BIM primary
CC1CCCCC1NC(=O)c1ccc(N2CCCC2=O)cc1 (stereo unspecified) | 1.3 | 4 | 6 | -1 | 2 | 98 | 102 | 0 | 8
COc1ccc(OC)c(S(=O)(=O)N2CCNCC2)c1 | 4.6 | 0 | 5 | 0 | 4 | 27 | 101 | 2 | -2
O=C(/C=C/c1ccccc1[N+](=O)[O-])NCc1ccncc1 | -0.1 | 1 | -3 | 5 | 0 | 97 | 99 | 0 | 2
CN(C)S(=O)(=O)c1cccc(NC(=O)COC(=O)C2(c3ccccc3F)CCCC2)c1 | 4.3 | -4 | 10 | 0 | -10 | 102 | 102 | 1 | -6
CC1CCN(CC(=O)Nc2ccc(S(=O)(=O)NC3CC3)cc2)CC1 | 0.4 | 2 | 3 | 8 | 9 | 103 | 101 | 0 | 1
COc1ccc(CC(=O)NC2CCCCCC2)c(OC)c1 | -1.0 | 1 | 3 | 8 | 2 | 104 | 104 | 4 | 11
COC(=O)C(C)Sc1nc2c(cnn2-c2ccc(F)cc2)c(=O)[nH]1 (stereo unspecified) | 0.6 | 2 | -4 | -4 | -10 | 97 | 103 | 2 | 3
O=C(O)c1ccnc(SCC(=O)c2ccccc2)c1 | 1.4 | -1 | 5 | 4 | / | 97 | 96 | 0 | 4
O=C(COC(=O)CNS(=O)(=O)c1ccc2ccccc2c1)Nc1ccc2c(c1)OCO2 | -5.0 | 5 | -4 | 2 | 21 | 101 | 96 | 31 | 1
O=C(Nc1ccc(NC(=O)c2cccc([N+](=O)[O-])c2)cc1)c1cccc([N+](=O)[O-])c1 | -1.4 | 4 | 2 | 9 | -4 | 97 | 95 | 0 | 5

Single records, from the list above.
Listed for COC(=O)C(C)Sc1nc2c(cnn2-c2ccc(F)cc2)c(=O)[nH]1 (stereo unspecified) = MEX-5 binding = 0.6; Fam108B inh = 2; GLD-1 TGE inh = -4; Bcl-xL primary = -4; VLA-4 inh = -10; AGP1-GFP MLPCN = 97; CIT2-GFP yeast = 103; GRK2 aptamer HTS = 2; MCL1 BIM primary = 3
Listed for COc1ccc(OC)c(S(=O)(=O)N2CCNCC2)c1 = MEX-5 binding = 4.6; Fam108B inh = 0; GLD-1 TGE inh = 5; Bcl-xL primary = 0; VLA-4 inh = 4; AGP1-GFP MLPCN = 27; CIT2-GFP yeast = 101; GRK2 aptamer HTS = 2; MCL1 BIM primary = -2

(continued)
SMILES | MEX-5 binding | Fam108B inh | GLD-1 TGE inh | Bcl-xL primary | VLA-4 inh | AGP1-GFP MLPCN | CIT2-GFP yeast | GRK2 aptamer HTS | MCL1 BIM primary
Cc1ccc(S(=O)(=O)NCC(=O)OCC(=O)N2CCN(C(=O)c3ccco3)CC2)cc1C | -0.1 | 2 | 4 | -4 | -1 | 104 | 95 | 4 | 4
COc1ccc(/C=C2/C(=O)OCc3cc(OC)c(OC)cc32)c(OC)c1 | -0.4 | 2 | 2 | 5 | -1 | 93 | 98 | 1 | 3
O=C(O)c1cccc(N=NN2CCCCCC2)c1 | 1.4 | 8 | 1 | 4 | 24 | 19 | 93 | 0 | 3
COc1cc(C(=S)N2CCOCC2)ccc1OS(=O)(=O)c1ccc(NC(C)=O)cc1 | 0.3 | 3 | 5 | 3 | 5 | 111 | 105 | 0 | 8
CN(c1ccccc1)S(=O)(=O)c1cccc(NC(=O)c2nn(C)c(=O)c3ccccc23)c1 | / | / | 5 | -12 | -16 | 101 | 96 | 0 | -6
O=C(NCCCN1CCOCC1)c1ccc(S(=O)(=O)Nc2ccccc2F)cc1 | 1.5 | -2 | 6 | 7 | -5 | 99 | 92 | 0 | 1
C/C(N)=C(/C#N)C(=O)CSc1ncnc2ccccc12 | -39* | -1 | -23 | -2 | -19 | 109 | 106 | 0 | 3
COC(=O)c1cc(NC(=O)CC2C(=O)NCCN2C(=O)c2ccc(F)cc2)cc(C(=O)OC)c1 (stereo unspecified) | -1.8 | -3 | 1 | 8 | -11 | 105 | 107 | 3 | 8
Cc1cccc(-c2noc(CCCC(=O)Nc3cccnc3)n2)c1 | -2.5 | 6 | 8 | 0 | 5 | 99 | 101 | 0 | 2
C=C(C)CSC1=C(C#N)C(c2ccccc2)CC(=O)N1 (stereo unspecified) | 3.0 | 5 | -3 | -2 | -16 | ? | ? | 0 | 2
CC(NC(=S)Nc1ccccc1)C1COc2ccccc2O1 (stereo unspecified) | 0.5 | -1 | 4 | 3 | 2 | 94 | 96 | 4 | 4
S=C(NCc1ccc(Cl)cc1Cl)NC1CCCCC1 | 0.8 | 0 | 6 | -9 | 13 | 113 | 79 | 0 | 2
O=C(O)c1ccc(O)c(O)c1 | -2.8 | 0 | 5 | 0 | 41 | 99 | 97 | 3 | 3
COc1ccccc1N1CCN(C(=O)C2CCCN(c3ncnc4c3nc3n4CCCCC3)C2)CC1 (stereo unspecified) | 1.5 | 1 | -2 | 6 | -14 | 93 | 101 | 0 | 1
C/C(=N\NC(=O)COc1ccc(C(C)(C)C)cc1)c1ccc(N2CCOCC2)cc1 | 3.0 | 5 | -2 | 0 | 3 | 111 | 105 | 0 | 10
COC(=O)c1cccc(Oc2cccc(C(F)(F)F)c2)n1 | -0.1 | 0 | 5 | 4 | -10 | 102 | 106 | 3 | 11
COc1cccc(CN2CCN(Cc3ccon3)CC2CCO)c1 (stereo unspecified) | -0.8 | 4 | 3 | 2 | 8 | 110 | 102 | 3 | 7
COc1cc(C(=O)N[C@@H](C)C(=O)NCc2ccco2)cc(OC)c1OC | 0.5 | 12 | -6 | -3 | -15 | 109 | 114 | 0 | 6
O=C(Nc1cccc(S(=O)(=O)Nc2ccccc2Cl)c1)c1ccc(N2CCCC2)c([N+](=O)[O-])c1 | -1.5 | 1 | 4 | 1 | 5 | 72 | 86 | 1 | -1
Cn1c(SCC(=O)Nc2ccc3cn[nH]c3c2)nnc1-c1cnccn1 | -2.5 | -2 | 9 | -6 | 2 | 103 | 104 | 0 | -9
O=C(C1CCCCN1S(=O)(=O)c1ccccc1)N1CCN(C(c2ccccc2)c2ccccc2)CC1 (stereo unspecified) | 1.3 | -4 | -3 | 1 | 16 | 101 | 93 | 0 | 0
CC(Oc1ccc2c(-c3ccccc3)cc(=O)oc2c1)C(=O)N1CCC[C@@H]1C(N)=O (stereo partly specified) | 1.1 | -1 | 1 | 5 | -14 | 106 | 100 | 0 | 4
O=C(C1CN(C(=O)c2cc3cc(Cl)ccc3o2)c2ccccc2O1)N1CCCCC1 (stereo unspecified) | / | / | 2 | -3 | 7 | 97 | 85 | 1 | -6
COc1cccc(C(=O)CC(=O)C(=O)Nc2cc(OC)c(OC)c(OC)c2)c1 | -1.8 | -1 | -1 | 4 | 13 | 96 | 86 | 0 | 5
CCOC(=O)CSc1nc2ccccc2n1CC(=O)N1CCN(c2ccccc2)CC1 | / | 4 | 4 | 4 | 27 | 104 | 105 | 2 | -1
Cc1csc(=O)n1CC(=O)OCC(=O)Nc1ccc(F)c(F)c1 | 0.8 | 1 | 2 | 2 | 6 | 112 | 111 | 3 | -8
CCOc1ccc(CCNC(=O)CCOc2cc(C)ccc2C)cc1OCC | -1.2 | -3 | 0 | 0 | 4 | 105 | 113 | 0 | 0
COc1cccc(NC(=O)C(C)OC(=O)CCCNC(=O)c2ccc(Cl)cc2)c1 (stereo unspecified) | -2.5 | 0 | 3 | -1 | -2 | 99 | 109 | 4 | -8
O=C(NCCCN1CCOCC1)c1ccc(CS(=O)(=O)Cc2ccccc2Cl)o1 | 1.9 | 0 | 2 | 4 | 9 | 105 | 113 | 0 | 5
Cc1ccc2cccc(Oc3ncnc4sc(C)c(C)c34)c2n1 | -3.3 | -3 | -3 | 3 | 1 | 92 | 98 | 0 | -1
N#Cc1ccsc1NC(=O)CSc1nncs1 | / | / | 71* | / | 4 | 103 | 102 | 0 | /
O=S(=O)(Nc1ccc(Cc2ccncc2)cc1)c1ccc(Br)s1 | -4.7 | 0 | 8 | -6 | 2 | 109 | 109 | 6 | -10
COc1ccc(CNC(=O)C(=O)NCc2cccnc2)cc1 | 0.0 | 2 | 0 | 5 | 3 | 128 | 121 | 0 | 5
C/C(=N\NC(=O)c1ccc(N(C)C)cc1)c1ccc(C)c(C)c1 | -3.1 | 2 | 2 | 1 | -1 | 101 | 97 | 0 | 8
C[C@H](NC(=O)C1CCN(S(=O)(=O)c2ccccc2)CC1)C(=O)NCc1ccc(F)cc1 | 0.2 | 0 | 5 | 4 | -6 | 97 | 98 | 1 | 0
NC(=O)CC(NC(=O)Cc1ccc(Br)cc1)c1ccc(N2CCN(c3ccccn3)CC2)c([N+](=O)[O-])c1 (stereo unspecified) | -2.6 | 1 | 3 | 5 | -9 | 85 | 92 | 0 | 5
CN(Cc1nccs1)C(=O)C1CCC(=O)N(CCc2ccc(Cl)cc2)C1 (stereo unspecified) | 0.4 | 3 | 3 | -4 | 0 | 89 | 89 | 0 | -5
O=C(CCn1c(=O)oc2ccccc21)NCCN1CCc2ccccc2C1 | -1.8 | 2 | 0 | 12 | -8 | 106 | 101 | 0 | 11
Cc1ccc(NC(=O)CCNC(=O)c2ccccc2)cc1F | 0.8 | 0 | 3 | -2 | -1 | 99 | 100 | 2 | -6
COc1cc(OC)cc(-c2nnc(SCC(=O)N(Cc3ccccc3)C(C)(C)C)o2)c1 | 2.1 | -6 | 0 | 6 | -3 | 103 | 103 | 6 | 6
CCOC(=O)c1c(C)[nH]c(C)c1S(=O)(=O)NCc1ccccc1OCC | 1.3 | 1 | 3 | 4 | 1 | 103 | 108 | 0 | 2
c1ccc(-c2cn(C[C@H]3CC[C@@H]([C@@H]4CC[C@H](Cn5cc(-c6ccccc6)nn5)O4)O3)nn2)cc1 | -2.0 | 7 | 8 | -1 | 7 | 75 | 72 | 5 | 7
O=[N+]([O-])c1ccc(-[n+]2ccc3ccccc3c2)c([N+](=O)[O-])c1 | 2.6 | 1 | -3 | 7 | 39 | 97 | 94 | 2 | 2
Cn1c(CCN2CCCCC2)nc2cc(NS(=O)(=O)c3ccccc3)ccc21 | 0.3 | 1 | -6 | 9 | -9 | 98 | 107 | 3 | 19
COC(=O)c1ccc(C(=O)OC)c(NC(=O)CN2CCCCC2)c1 | -1.4 | -5 | -1 | 1 | -9 | 100 | 102 | 2 | 4
NC(=O)c1ccsc1NC(=O)c1nc(-c2ccccc2)n(-c2ccccc2)n1 | 0.0 | -6 | 4 | 9 | 11 | 84 | 96 | 1 | 7
O=C(CSc1nc2nn(-c3ccccc3)c(=O)c-2c2n1CCCCC2)Nc1ccc(F)cc1F | / | / | 1 | 7 | 5 | 102 | 104 | 4 | -1
